Screening data (PubChem)
MBNL1-CUG inh = blocks human MBNL1 binding to CUG repeat RNA | Potency, µM (titrated, usually from 57.5 µM), for the others: top-dose activity change, negative = inhibition, hits mostly inhibitors | TR-FRET MBNL1-His/biotin-(CUG)12 binding, 665/545 ratio | hit rate 0.036% among 280,000 | AID 2675; active = well fitted inhibition curve with a large enough effect in the signal ratio, with a control signal flat, not every such curve was filed as active; inconclusive = small, poorly fitted or top-dose-only effect, or effect the other way, or a change in a side signal; inactive = no such curve, though single readings can be large or run the other way; the % refers to the signal ratio; also: % is scaled to controls: 0 for no effect and ±100 for the full control effect
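Inhibition of protein-RNA binding appears as loss of TR-FRET between terbium anti-His antibody on MBNL1-His and streptavidin-XL665 on biotin-(CUG)12. Activity is normalized to buffer-only and uninhibited-complex controls.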
VP16 counter = inhibits Gal4-VP16 luciferase reporter, ROR gamma counter-screen; Drosophila S2 Gal4-VP16 UAS-luciferase, luminescence, 20 h; Potency, µM (series often up to 53.6 µM), without a hit: top-dose activity, negative = inhibition, hits mostly inhibitors; hit rate 3.5% among 310,000;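 also: Gal4-VP16 expression switched on by copper sulfate through the metallothionein promoter; % is scaled to controls: 0 for no effect and ±100 for the full control effect; nearly all actives have a fitted effect of over 50% in size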
uPA surface inh = inhibitors of cell surface uPA generation; cell surface uPA generation assay, qHTS; Potency, µM (titrated, usually from 38.3 µM), inactives show at the highest dose activity change, negative = inhibition, hits mostly inhibitors; hit rate 0.31% among 330,000; AID 540303; active = well fitted inhibition curve with a large enough effect; inconclusive = small, poorly fitted or top-dose-only effect; inactive = no such curve, though single readings can be large or run the other way; tested in mouse RAW 264.7 cells; also: % is scaled to controls: 0 for no effect and ±100 for the full control effect; nearly all actives have a fitted effect of over 55% in size
FLuc counter = firefly luciferase modulation, counter-screen for miR-21 project; P08659; purified FLuc, Km substrates, luminescence inhibition; Potency, µM (series often up to 57.5 µM), inactives show at the top dose activity change, negative = inhibition, hits mostly inhibitors; hit rate 6.9% among 360,000; AID 588342;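 also: plate controls were vehicle for no effect and reference inhibitor for full effect; nearly all actives have a fitted effect of over 55% in size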
Target sequence (P08659 whole entry, looked up): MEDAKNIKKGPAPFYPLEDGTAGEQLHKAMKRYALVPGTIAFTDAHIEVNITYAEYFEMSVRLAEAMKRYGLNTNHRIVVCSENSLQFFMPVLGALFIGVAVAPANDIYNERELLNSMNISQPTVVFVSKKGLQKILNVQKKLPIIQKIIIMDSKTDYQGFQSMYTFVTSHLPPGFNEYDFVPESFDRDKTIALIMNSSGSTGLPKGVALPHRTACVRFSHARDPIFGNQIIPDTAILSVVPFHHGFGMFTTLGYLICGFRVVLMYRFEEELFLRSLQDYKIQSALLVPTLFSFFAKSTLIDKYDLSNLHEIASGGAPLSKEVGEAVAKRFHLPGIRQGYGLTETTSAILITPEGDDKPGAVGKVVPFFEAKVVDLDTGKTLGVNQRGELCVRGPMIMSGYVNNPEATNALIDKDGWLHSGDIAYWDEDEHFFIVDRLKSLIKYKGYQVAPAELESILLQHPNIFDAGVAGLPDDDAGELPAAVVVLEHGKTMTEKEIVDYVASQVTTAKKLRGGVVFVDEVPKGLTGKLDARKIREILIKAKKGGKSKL
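Purified P. pyralis luciferase, 10 nM final, with Km-level 10 uM D-luciferin and 10 uM ATP in 50 mM Tris acetate pH 7.5, 10 mM Mg acetate, 0.01% Tween-20, 0.05% BSA; 6-point qHTS titration about 60 µM downward; luminescence read.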
ELG1 genotoxic = genotoxicity induction in ELG1-luciferase HEK293T cells. hit rate 1.3% among 330,000. AID 504466. Potency, µM (top dose mostly 46 µM), without a hit: at the highest dose activity change, positive = activation, hits mostly activators. HEK293T ELG1-luciferase reporter, luminescence, 16 h; also: % of control where 0% means no effect; nearly all actives have a fitted effect of over 60% in size
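Screening used a luciferase reporter fused to human ELG1 in HEK293T cells. Luminescence was read on a CCD plate imager after 16 hr exposure and 30 min ONE-Glo incubation.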
BRCA1 expr up = activators of BRCA1 expression; MCF7-BRCA1-FFLuc reporter, luminescence, 48 h; response scale: scaled: vehicle 0%, 10 µM genistein 100%; Potency, µM (highest dose often 46.1 µM), for the others: at the highest dose activation, usual class: activators; hit rate 1.1% among 380,000; AID 624202; also: nearly all actives have a fitted effect of over 80% in size; some results filed as inactive show a strong effect at the top dose
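MCF7 cells carrying a BRCA1-firefly luciferase reporter (2000 cells/well, phenol-red free MEM) were attached for 2 h at 37 °C, then given compounds for 48 h. Luminescence was read 15 min after luciferase reagent; activity normalized to genistein (10 microM) and DMSO.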
Rab9 prom act = Rab9 promoter activation | Potency, µM (titrated, usually from 9.22 µM), without a hit: at the top dose activation, negative = inhibition, hits mostly activators | Huh7 Rab9 promoter-luciferase reporter, luminescence, 24 h | hit rate 2.8% among 320,000 | AID 485297; also: % of control where 0% means no effect; nearly all actives have a fitted effect of over 60% in size
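Luminescence read-out: Huh7 cells stably expressing Rab9-luciferase, treated 24 h with compound at 37 °C, then lysed with luciferase reagent for 10 min at ambient before reading.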
RORg inh = blocks mouse ROR gamma transcriptional activity | Drosophila S2 Gal4-RORgamma UAS-luciferase reporter, 20 h | Potency, µM (titrated, usually from 53.6 µM), for inactives: top-dose activity change, negative = inhibition, actives largely listed as inhibitors | hit rate 5.4% among 310,000; also: % is scaled to controls: 0 for no effect and ±100 for the full control effect; nearly all actives have a fitted effect of over 60% in size
Target sequence (P51450 whole entry, looked up, the tested form may be a part): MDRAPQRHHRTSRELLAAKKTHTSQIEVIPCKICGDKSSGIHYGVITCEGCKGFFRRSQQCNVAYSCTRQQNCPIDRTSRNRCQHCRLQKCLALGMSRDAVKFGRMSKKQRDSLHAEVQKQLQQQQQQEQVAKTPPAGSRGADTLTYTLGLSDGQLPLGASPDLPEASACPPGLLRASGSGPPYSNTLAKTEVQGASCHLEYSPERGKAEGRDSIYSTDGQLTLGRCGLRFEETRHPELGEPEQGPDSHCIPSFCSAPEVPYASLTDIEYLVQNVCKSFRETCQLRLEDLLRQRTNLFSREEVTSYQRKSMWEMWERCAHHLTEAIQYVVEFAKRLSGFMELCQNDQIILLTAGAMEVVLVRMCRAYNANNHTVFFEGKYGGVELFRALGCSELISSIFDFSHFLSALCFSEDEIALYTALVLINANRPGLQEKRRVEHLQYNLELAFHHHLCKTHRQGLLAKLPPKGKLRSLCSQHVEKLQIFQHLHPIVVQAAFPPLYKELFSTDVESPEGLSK
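Stable Schneider cell line, Gal4 DNA-binding domain fused to ROR gamma, UAS-luciferase. Cmpd 1 hr RT → CuSO4 700 uM final → 20 hr RT → luciferase reagent 10 min → luminescence.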
p53 reactivation = mutant p53 re-activation in reporter cells | hit rate 0.063% among 320,000 | H1299 p53-A138V BP100-luciferase reporter, luminescence, 24 h | Potency, µM (highest dose often 92.2 µM), without a hit: at the top dose activity change, positive = activation, actives largely listed as activators; also: % of control where 0% means no effect; nearly all actives have a fitted effect of over 45% in size
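H1299 (p53-null), stable ts p53-A138V + BP100-Luc; 1000 cells/well, Opti-MEM/10% FBS; cpd 4 pt, 1:5; 24 h, 37 deg C, 5% CO2; detection reagent 10 min RT; luminescence.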
NPC1 prom act = activates the NPC1 promoter. hit rate 2.4% among 320,000. Huh7 NPC1 promoter luciferase reporter, 24 h. Potency, µM (top dose mostly 9.22 µM), for inactives: at the top dose activation, usual class: activators;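 also: % of control where 0% means no effect; nearly all actives have a fitted effect of over 60% in size; reporter is driven by a mutant NPC1 promoter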
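Luminescence from an NPC1 promoter-driven luciferase reporter in stably transfected Huh7 cells was measured after 24 h compound treatment at 37 °C, followed by 10 min ambient incubation with luciferase detection reagent.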
Starred values were filed as active, the others as inactive; ? = inconclusive; . = no result given; [ ] = another dose, or the depositor's remark. Unless noted, calls follow the shape of the dose curve; as a rule, active = well fitted curve in the direction sought with a large enough effect; inconclusive = small, poorly fitted or top-dose-only effect, or another doubt; inactive = no such curve, though single readings can be large; an effect the other way counts as inactive or inconclusive. Potency is read from the fitted curve at half-maximal effect.

SMILES	MBNL1-CUG inh	VP16 counter	uPA surface inh	FLuc counter	ELG1 genotoxic	BRCA1 expr up	Rab9 prom act	RORg inh	p53 reactivation	NPC1 prom act
Clc1ccc2c(c1)C(N1CCNCC1)Cc1ccccc1S2 (stereo not drawn)	1%	?	-7%	2%	-9%	-99%[inhibitor]	5%	-36%	-22%	-6%
CCCCn1c(N)c(N(CC(C)C)C(=O)CN(C)S(=O)(=O)c2ccc(F)cc2)c(=O)[nH]c1=O	.	.	3%	1%	1%	-1%	-2%	.	0%	-3%
Cc1ccc(C2=NS(=O)(=O)N(C)C(C(=O)NCc3ccco3)=C2)cc1	?	-2%	-7%	-11%	4%	-4%	-1%	-9%	.	3%
O=C(CSc1nccc(=O)[nH]1)Nc1ccc(Oc2ccccc2)cc1	-10%	12%	12%	-13%	1%	-15%	2%	10%[1.91 µM]	.	4%
O=C(N/N=C/c1ccc2c(c1)OCO2)c1cc(-c2ccco2)nc2ccccc12	.	.	-20%	0.85µM*	6%	-2%	-6%	.	9%	-18%
Cc1ccccc1S(=O)(=O)Nc1cccnc1	-30%	-4%	0%	1%	3%	-23%	-2%	-16%	-9%	-4%
Cc1[nH]c2ccccc2c1/C=N/Nc1ccccc1[N+](=O)[O-]	?	-7%	10%	17µM*	14%	-14%	?	?	0%	8%
CCC(C)(C)n1nnnc1C(c1ccc2ncccc2c1)N1CCN(Cc2ccc3c(c2)OCO3)CC1 (stereo not drawn)	14%	1%	-20%	0%	-1%	-5%	-1%	-4%[10 µM]	-2%	0%
CC(C)c1nnc(NC(=O)C2CCN(c3nc4ccccc4s3)CC2)s1	-10%	-2%	.	-14%	-3%	21%	16%	-24%	?	5%
COC(=O)CN1C(=O)COc2ccc(S(=O)(=O)N3CCOCC3)cc21	4%	-2%	0%	1%	0%	-1%	-2%	-18%	0%	7%
CCc1ccccc1NC(=O)N[C@@H](C)C(=O)O	0%	-1%	.	0%	0%	7%	0%	1%	-2%	1%
Cn1c(=O)[nH]c2cc(Cl)cnc21	1%	-14%	12%	4%	-5%	7%	-6%	-1%[10 µM]	1%	2%
O=C(Cc1cccc2ccccc12)Nc1ccc(Br)cc1C(=O)O	?	4%	-14%	-19%	-8%	-24%	0%	-21%[1.91 µM]	11%	1%
CCc1c(C)nc2ncnn2c1NCCc1ccc(OC)cc1	11%	18µM*	.	-3%	-3%	-76%	-37%[inhibitor]	5%	-4%	-29%
NS(=O)(=O)c1ccc(CCNC(=O)CCc2nc3sc4c(c3c(=O)[nH]2)CCCC4)cc1	.	.	2%	4%	-3%	-3%	-1%	.	-1%	2%
O=C(/C=C/c1ccc(Cl)cc1)NC(=S)NN1CCCCC1c1cccnc1 (stereo not drawn)	-9%	?	.	?	0%	.	1%	2µM*	-9%	2%
CN1CCN(c2ccccc2NC(=O)c2ccc(-c3cccc([N+](=O)[O-])c3)o2)CC1	.	-29%	-3%	1%	-5%	-50%	1%	-17%	-3%	0%
CCOC(=O)c1c(C)oc2cc(Br)c(OC(C)C(=O)OCC)cc12 (stereo not drawn)	-5%	2%	.	-15%	-9%	-3%	-5%	10%	2%	4%
Cc1ccn(CCC(=O)N2CCCC(CCC(=O)NCc3ccc(F)c(F)c3)C2)n1 (stereo not drawn)	1%	-4%	1%	-3%	-1%	7%	9%	10%	-2%	0%
O=C(Nc1ccccc1-c1nc2ccccc2s1)C1=COCCO1	-8%	-22%	0%	4%	-3%	-20%	-3%	-29%	0%	-5%

Ordered by value in p53 reactivation (rising): 3 from the list above
Molecule,uPA surface inh,Rab9 prom act,RORg inh,p53 reactivation,NPC1 prom act
O=C(/C=C/c1ccc(Cl)cc1)NC(=S)NN1CCCCC1c1cccnc1 (stereo not drawn),.,1%,2µM*,-9%,2%
CCc1c(C)nc2ncnn2c1NCCc1ccc(OC)cc1,.,-37%[inhibitor],5%,-4%,-29%
Cc1ccn(CCC(=O)N2CCCC(CCC(=O)NCc3ccc(F)c(F)c3)C2)n1 (stereo not drawn),1%,9%,10%,-2%,0%

(cont.)
SMILES	MBNL1-CUG inh	VP16 counter	uPA surface inh	FLuc counter	ELG1 genotoxic	BRCA1 expr up	Rab9 prom act	RORg inh	p53 reactivation	NPC1 prom act
Cc1ccc(C2C3=C(CCCC3=O)Nc3c2c(C)nn3-c2ccccn2)o1 (stereo not drawn)	-5%	0%	.	-6%	4%	.	-1%	-45%	-1%	-1%
O=C(NC(=S)Nc1ccc(CN2CCOCC2)cc1)c1ccc(-c2cccc(Cl)c2)o1	9%	14µM*	-19%	?	-16%	-25%	-15%	3.2µM*	-6%	-3%
CCCOC(=O)c1ccc(N2C(=O)c3ccccc3C2=O)cc1	14%	-7%	2%	-13%	2%	2%	-4%	21%	-4%	-2%
O=C1NC2(CCCC2)C(=O)N1Cc1cc(=O)n2ccsc2n1	-2%	4%	2%	-3%	1%	-13%	0%	-1%	4%	-5%
Cc1ccc(C(C)C)c(OCC(=O)NN=C2CCCC2)c1	-4%	1%	3%	-19%	1%	10%	-3%	-4%	-3%	-1%
COc1ccc(-c2cc(=O)oc3cc(O)ccc23)cc1	?	-7%	-3%	-5%	-9%	12%	0%	26%	-4%	3%
CC(=O)N1c2ccc(S(=O)(=O)NCCC(=O)NCCc3cccc(C)c3)cc2CC1C (stereo not drawn)	-4%	0%	9%	0%	-10%	-11%	-6%	9%	-6%	-3%
Cc1cc(C)n(-c2nc(SCC(=O)O)c3c4c(sc3n2)COC(C)(C)C4)n1	3%	?	-4%	-17%	-8%	-17%	1%	7.1µM*	0%	-2%
O=C1CCCc2c1cnc1ncnn21	-4%	3%[10 µM]	2%	-1%	2%	-19%	-13%	0%	-5%	-12%
C[C@H](CO)N1C[C@H](C)[C@@H](CN(C)S(=O)(=O)c2ccccc2)Oc2c(cccc2N(C)C)C1=O	.	.	10%	.	-1%	-5%	.	.	-1%	.
Cc1ccccc1CN1CCNC(=O)C1CC(=O)N(C)CCC1CCOCC1 (stereo not drawn)	-3%	-4%	1%	3%	1%	1%	7%	-3%	0%	13%
Cc1ccc(N2CC(C(=O)Nc3ccc4c(c3)OCCO4)CC2=O)cc1 (stereo not drawn)	-7%	12%	0%	-3%	2%	14%	-2%	12%	8%	1%
C[C@H](NC(=O)c1nc[nH]c1C(=O)N[C@@H](CCCCNC(=O)OC(C)(C)C)C(=O)OC(C)(C)C)C(=O)OCc1ccccc1	-2%	?	?	10%	-7%	-34%	-1%	-20%	.	0%
O=C(CC(c1cccs1)S(=O)(=O)c1ccccc1)c1ccc(F)cc1 (stereo not drawn)	6%	?	6%	3.4µM*	7%	-12%	-4%	2%	?	2%
CC(O)c1nc2ccc(Cc3ccc4nc(C(C)O)[nH]c4c3)cc2[nH]1 (stereo not drawn)	-8%	-4%	-2%	?	0%	30%	-4%	6%	-1%	6%
Cc1ccc(C2C3=C(CC(C)(C)CC3=O)N=C3c4ccccc4C(=O)C32)cc1 (stereo not drawn)	.	-22%	-7%	-3%	-5%	-70%	-4%	-4%[10 µM]	-9%	-1%
COc1ccc(C(=O)NCc2nnc(SCC(=O)Nc3nc4ccccc4s3)o2)cc1OC	.	8.9µM*	3%	2%	1%	3%	-3%	11µM*	-2%	0%
COc1cc(/C=N/Nc2cccc(C)c2)ccc1OC(=O)c1cccs1	-6%	-7%	4%	-16%	?	11%	-6%	12%	20%	-1%
Cc1cc(-n2c(C)cc(C(=O)COc3ccc([N+](=O)[O-])cc3)c2C)no1	?	8%	-1%	-1%	-6%	-16%	-14%	28%	1%	-7%
Cc1cc(C)cc(NC(=O)CN2C(=O)NC(Cc3c[nH]c4ccccc34)C2=O)c1 (stereo not drawn)	.	.	-4%	.	-3%	-20%	.	.	0%	.
Cc1ccc2[nH]cc(CCNC(=O)CN3C(=O)c4ccccc4C3=O)c2c1	.	-18%	11%	0%	2%	-1%	1%	7%[10 µM]	0%	-1%
Cc1csc(SCC(=O)Nc2ccc(Cl)cn2)n1	17%	6%	3%	-8%	2%	-47%	7%	23%	2%	1%
OC[C@H]1O[C@@H](n2cnc3c(NC4CCCC4)nc(Cl)nc32)[C@H](O)[C@@H]1O	.	.	-5%	3%	-3%	4%	-7%	.	5%	0%
O=C(Cn1[nH]c(=O)c2ccccc2c1=O)OCC(=O)c1ccc(Br)cc1	.	.	1%	1%	2%	-5%	2%	.	0%	-1%
Cn1c(CCc2ccccc2)nnc1SCC(=O)N1CCOCC1	17%	-2%	2%	3%	1%	0%	1%	-23%	10%	-4%
CC(=O)N1CCc2cc(S(=O)(=O)CCC(=O)Nc3ccc4c(c3)OCCO4)ccc21	?	-5%	1%	-13%	2%	23%	-3%	5%	4%	0%
CN(C)CCCNC(CC(=O)Nc1cccc([N+](=O)[O-])c1)C(=O)O (stereo not drawn)	?	-4%	-10%	1%	1%	5%	0%	-5%	-11%	?
C=CC[n+]1cccc(-c2cc3ccc(C)cc3[nH]2)c1	?	-5%	3%	-1%	-3%	-10%	-13%	9%	-2%	-3%
CCCn1c(=O)c2[nH]cnc2n(-c2ccc(Cl)cc2)c1=O	.	-6%	-10%	-1%	0%	-10%	-4%	24%	-5%	-2%
O=c1nc2ccccc2c2n1CC(CN1CCN(c3ccc(F)cc3)CC1)N2 (stereo not drawn)	?	-12%	-4%	-2%	-1%	-3%	0%	?	-2%	0%
C=CC[C@H](CC(=O)NCCO)C(=O)NCCOC(=O)[C@@H](CC=C)Cc1ccc(F)cc1	.	.	5%	.	1%	0%	.	.	-2%	.
